# Screening data as filed in PubChem.
# SENP6 inh: inhibitors of human SENP6 protease; Q9GZR1; Recombinant SENP6 catalytic domain, aminoluciferin luminescence; inhibition, % at 10 µM; hit rate 1.8% among 330,000; AID 2599;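 active = inhibition above about 50% at the single tested dose, limit read from the data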;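 note: plate controls were DMSO wells with enzyme for no effect and DMSO wells lacking enzyme for full effect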
# Target sequence (Q9GZR1 628-1112 limits assumed): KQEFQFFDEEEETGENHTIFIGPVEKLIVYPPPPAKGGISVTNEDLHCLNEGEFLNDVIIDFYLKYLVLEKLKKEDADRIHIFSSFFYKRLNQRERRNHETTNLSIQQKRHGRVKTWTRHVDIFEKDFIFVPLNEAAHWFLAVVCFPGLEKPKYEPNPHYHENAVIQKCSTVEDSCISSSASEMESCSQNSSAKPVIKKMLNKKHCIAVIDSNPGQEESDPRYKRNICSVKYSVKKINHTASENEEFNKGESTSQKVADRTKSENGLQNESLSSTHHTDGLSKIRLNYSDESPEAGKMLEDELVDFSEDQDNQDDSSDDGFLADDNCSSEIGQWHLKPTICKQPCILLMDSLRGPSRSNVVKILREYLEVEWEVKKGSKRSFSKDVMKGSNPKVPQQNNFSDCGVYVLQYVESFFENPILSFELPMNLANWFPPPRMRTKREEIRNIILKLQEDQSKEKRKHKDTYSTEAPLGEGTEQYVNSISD
# SENP8 block-1: inhibitors of human SENP8 protease; Q96LD8; purified SENP8, Z-RLRGG-aminoluciferin cleavage, luminescence; inhibition, % at 10 µM; hit rate 1.2% among 330,000; AID 2540; in the data active = inhibition above about 50%
# Target sequence (Q96LD8 whole entry, looked up): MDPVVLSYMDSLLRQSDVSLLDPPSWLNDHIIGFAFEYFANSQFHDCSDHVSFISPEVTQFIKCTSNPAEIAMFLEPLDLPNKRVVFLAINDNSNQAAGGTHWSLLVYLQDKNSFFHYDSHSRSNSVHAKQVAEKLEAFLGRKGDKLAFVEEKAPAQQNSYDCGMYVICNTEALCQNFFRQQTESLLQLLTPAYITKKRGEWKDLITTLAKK
# PfG6PD inh: PfG6PD (Plasmodium falciparum) enzyme inhibition. PfGluPho enzyme, NADPH resazurin-diaphorase fluorescence. inhibition, % at 20 µM. hit rate 0.78% among 350,000;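 active = inhibition reaching at least a set limit at 20 µM in the primary screen, cut at about 59% in these data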;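 note: 0% = DMSO wells with substrate and 100% = DMSO wells lacking glucose-6-phosphate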
# SENP8 block-2: SENP8 (human) protease inhibition; recombinant SENP8, Nedd8 substrate fluorescence; hit rate 0.64% among 360,000; inhibition, % at 20 µM; Q96LD8; AID 602440; in the data active = inhibition mostly above about 40%, no sharp cut-off; inactive = mostly below about 27%
# MIN6 prolif: induces beta-cell replication in MIN6 cells; MIN6 cells proliferation, ATPlite luminescence, 48 h; cells starved in 0.2% serum; 100% = growth in 10% serum; proliferation, % at 10 µM; hit rate 0.29% among 330,000;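 active = compounds whose signal lies at least 3.5 SD above the mean of all wells on their plate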;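 note: 0% = DMSO-treated cells in low-serum medium and 100% = 10% serum control; some compounds called inactive have numbers as strong as hits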
# UBC13 inh: human UBC13 polyubiquitination inhibition. AID 485273. UBC13 polyubiquitin chain formation, TR-FRET. hit rate 0.47% among 330,000. inhibition, % at 20 µM. P61088; in the data active = inhibition above about 45%, passing the limit was not always enough
# SENP7 block: SENP7 protease inhibition | hit rate 1.5% among 330,000 | recombinant SENP7, Z-RLRGG-aminoluciferin luminescence, 40 min | inhibition, % at 5 µM;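 active = inhibition above about 50% at the single test dose, limit read from the data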;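 note: plate controls were DMSO with enzyme for no effect and no enzyme buffer wells for full effect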
# Target sequence (Q9BQF6 706-1050 limits assumed): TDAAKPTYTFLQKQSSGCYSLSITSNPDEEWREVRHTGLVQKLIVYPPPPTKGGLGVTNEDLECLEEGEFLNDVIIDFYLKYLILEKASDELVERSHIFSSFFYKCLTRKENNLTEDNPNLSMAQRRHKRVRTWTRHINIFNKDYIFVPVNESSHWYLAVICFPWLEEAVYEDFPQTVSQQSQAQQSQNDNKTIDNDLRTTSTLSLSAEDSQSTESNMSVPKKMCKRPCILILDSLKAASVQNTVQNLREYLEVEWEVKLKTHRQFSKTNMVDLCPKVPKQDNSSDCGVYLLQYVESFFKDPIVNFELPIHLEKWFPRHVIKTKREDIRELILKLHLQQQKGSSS
# SENP1 inh: blocks the human SENP1 SUMO protease catalytic domain; recombinant SENP1 catalytic domain, CyPet-SUMO1-YPet FRET cleavage; inhibition, % at 10 µM; hit rate 0.21% among 360,000; Q9P0U3; AID 624204;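 active = inhibition at least 30% at 10 µM, raw YFP signal under a set limit, fluorescence ratio 0.5 to 1.5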;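 note: 0% = enzyme with DMSO and 100% = no enzyme wells; some results filed as inactive read as strong as hits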
#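 Test system: hSENP1 catalytic domain, recombinant; Amount: 20 pM final SENP1 enzyme; Medium: Tris pH 8 buffer plus EDTA, NaCl, BME, BSA, NP40, catalase; Schedule: 50 min enzyme reaction, room temperature, light-protected; Technique: FRET fluorescence in CFP and YFP emission channels; Controls: no-enzyme wells low, DMSO-plus-enzyme wells high control.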
# HKDC1 inhibitor: inhibitors of human hexokinase HKDC1 | inhibition, % at 20 µM | hit rate 0.16% among 340,000 | AID 493160 | recombinant HKDC1, G6PDH/diaphorase resazurin coupled fluorescence;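 active = inhibition above about 35% when tested at 20 µM, limit read from the data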;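 note: plate controls were DMSO wells with enzyme for no effect and DMSO wells lacking enzyme for full effect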
#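 Assay system: recombinant HKDC1 hexokinase; detection: coupled resazurin fluorescence, excitation 525 nm, emission 613 nm; benchmarks: DMSO-plus-enzyme-mix negative control, buffer-substituted positive control; compound dosing: single 20 µM dose; schedule: 90 min at room temperature in dark; also added: glucose plus 1 mM ATP as hexokinase substrates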
# Starred values were filed as active, the others as inactive; / = no result given.
SMILES,SENP6 inh,SENP8 block-1,PfG6PD inh,SENP8 block-2,MIN6 prolif,UBC13 inh,SENP7 block,SENP1 inh,HKDC1 inhibitor
CCc1cccc2c(C#N)cn(CCOc3ccccc3OC)c12,-6,1,28,4,-1,11,5,0,-3
CC(C(=O)OCC(=O)c1ccc(Br)cc1)N1C(=O)C2C3CCC(C3)C2C1=O (stereo not given),0,-6,-4,12,5,-3,-11,2,-6
COc1ccccc1NC1=NC2(CCCC2)N=C(N)N1,14,-2,-8,17,-3,5,0,0,0
CCCCn1c(N)c(N(CC(C)C)C(=O)c2cc(-c3ccc(OC)c(OC)c3)nc3ccccc23)c(=O)[nH]c1=O,-12,-2,5,-351,-1,-7,-8,-5,-2
Clc1ccc(N2CCN(c3ncnc4c3oc3ccccc34)CC2)cc1,-9,-2,-1,-14,-3,3,1,-1,-1
Cc1ccccc1NC(=S)/C(=C(\[O-])c1ccc(C)c([N+](=O)[O-])c1)[n+]1ccccc1,1,1,-12,31,0,-4,8,-11,10
N#Cc1c(NC(=S)NC(=O)c2ccccc2)sc2c1CCN(CCc1ccccc1)C2,39,0,/,/,-3,-85,7,/,/
N#Cc1nc(-c2ccco2)oc1N1CCN(c2cccc(Cl)c2)CC1,-9,2,1,-142,-1,-1,4,-1,14
C=CCSc1nnc(NC(=O)COc2ccc3ccccc3c2)s1,-2,-2,-15,6,-3,3,9,1,-5
COc1ccc(N=Nc2[nH]c3ccc(C)cc3c2O)cc1,1,-14,12,17,2,-29,7,7,-4
Cc1ccccc1CN1C(=O)[C@H]2Cc3c([nH]c4ccccc34)C(C)(C)N2C1=O,-16,-10,4,5,-6,11,-11,-60,-1
O=C(O)c1ccc(CNCc2cc(Cl)ccc2O)cc1,-10,-11,6,5,4,16,-1,-1,-4
COc1ccc(NC(=O)/C(C#N)=C/C=C/c2ccco2)cc1,1,10,6,20,-2,-7,5,7,2
CC(Sc1ccccc1)C(=O)Nc1ccccc1C(=O)N1CCOCC1 (stereo not given),3,0,6,7,3,0,2,2,-9
O=C1NC(=O)c2cc(NC(=O)C3COc4ccccc4O3)ccc21 (stereo not given),4,7,-1,-6,-4,2,1,0,-1

# An excerpt from above in order of the SENP1 inh value, falling.
canonical_smiles	SENP1 inh
COc1ccc(NC(=O)/C(C#N)=C/C=C/c2ccco2)cc1	7
C=CCSc1nnc(NC(=O)COc2ccc3ccccc3c2)s1	1
Clc1ccc(N2CCN(c3ncnc4c3oc3ccccc34)CC2)cc1	-1
Cc1ccccc1NC(=S)/C(=C(\[O-])c1ccc(C)c([N+](=O)[O-])c1)[n+]1ccccc1	-11

# Continued.
SMILES,SENP6 inh,SENP8 block-1,PfG6PD inh,SENP8 block-2,MIN6 prolif,UBC13 inh,SENP7 block,SENP1 inh,HKDC1 inhibitor
CC(C)(C)C1=Nn2c(nnc2-c2ccco2)SC1,-23,-4,-7,23,-1,6,1,1,1
CC/C(=C\C(=O)c1cccnc1)Nc1ccc(C)c(C)c1,-2,-5,-5,13,1,2,11,-2,-1
O=C(O)CC1S/C(=N/N=C/C2CC=CCC2)NC1=O (stereo not given),-23,-10,-16,5,-1,-6,-2,2,-4
CCOC(=O)N1CCC(NC(=O)C(NS(=O)(=O)c2ccc3c(c2)CCN3C(=O)CC)C(C)C)CC1 (stereo not given),1,6,5,4,-1,-3,-3,1,-8
COc1ccc(S(=O)(=O)N2CCCCCC2)cc1C(=O)N(C)CC(=O)Nc1ccccc1Cl,-10,7,-14,2,3,5,1,1,-6
C#CCOCCOCCOCCNc1nc(N2CCN(C(=O)[C@H]([C@@H](C)O)n3cc(CCCCN)nn3)CC2)nc(N2CCN(C(=O)[C@H](CCCCN)n3cc(CC(C)O)nn3)CC2)n1 (stereo not given in full),-7,4,9,10,2,12,-1,3,-1
Cc1ccccc1C(c1ccccc1Cl)N(C)C (stereo not given),/,/,11,10,/,/,/,4,-3
COc1cccc(-c2cccc(NC(=O)C3CCN(Cc4ccon4)CC3)c2)c1,-15,4,5,24,2,-5,5,1,-5
CCOc1ccc(NS(=O)(=O)c2cc(C(=O)N(CC)CC(=O)NCc3cccs3)ccc2C)cc1,6,0,2,8,0,0,0,1,0
Cc1ccc(/C=N/n2c(COc3ccccc3)n[nH]c2=S)cc1,2,2,-9,14,1,0,-4,0,1
CC(=O)Oc1ccc(C(=O)Nc2ccc(S(=O)(=O)N3CCOCC3)cc2)cc1,-4,-6,-25,13,-3,5,-4,0,1
Cc1cnc(C(=O)Nc2ccccc2-c2ccc(C)o2)cn1,5,6,8,10,2,-6,-1,40*,-2
CCCc1cc(C(=O)NCc2cccs2)no1,-6,-7,-14,7,-2,5,-6,2,-5
CC(=O)NS(=O)(=O)c1ccc(NC(=S)NC(=O)c2ccco2)cc1,-4,-2,-12,30,-1,3,0,2,-7
CCOC(=O)/C(C#N)=C/c1cc(C)n(-c2ccc(Br)cc2)c1C,-14,-2,/,/,-3,-4,-1,/,/
Cn1c(SCC(=O)N2CCOCC2)nnc1-c1cccc(NC(=O)c2ccccc2F)c1,-4,-4,14,14,-2,2,-6,1,-8
CCCCNC(=O)c1sc(=S)n2c1[nH]c(=O)c1ccc(C(=O)NCCc3ccc(OC)c(OC)c3)cc12,9,4,46,7,-4,-16,3,45*,48*
CC(C)C(NC(=O)c1ccc(F)cc1)C(=O)NC1(C)CCS(=O)(=O)C1 (stereo not given),-16,-12,-3,-1,6,-5,0,2,-2
CCOC(=O)C1=C(CC)OC(N)=C(C#N)C1c1ccc(OC)c(OC)c1OC (stereo not given),-32,-7,5,3,-4,-4,-13,-31,5
Cc1cccc(/C=C/c2onc(C)c2[N+](=O)[O-])n1,1,2,2,/,-3,2,-3,/,3
C[n+]1c(-c2ccccc2)cc2c(=Cc3ccc([N+](=O)[O-])cc3)c3ccccc3n21,/,/,76*,18,/,/,/,-3,36*
CCC(=O)c1ccc(Oc2ccc(C(=O)c3ccc(C)cc3)cc2[N+](=O)[O-])cc1,-4,-9,-2,28,-1,6,-2,0,-7
O=S(=O)(NCC1(N2CCOCC2)CCCCC1)c1ccc(Cl)cc1C(F)(F)F,2,5,6,9,-2,7,-8,2,-1
CN(CC(=O)Nc1c(Cl)cccc1Cl)C(=O)C1=COCCO1,-9,4,-16,11,-3,2,-8,3,-6
C[C@H](NC(=O)c1ncn(C)c1C(=O)N[C@@H](C)c1ccccc1)c1ccccc1,-9,-14,5,5,-2,-4,-4,1,5
O=Cc1cccn1-c1cccc([N+](=O)[O-])c1,16,4,3,7,1,3,2,1,-11
CCC(NC(=O)NNC(=O)c1ccncc1)(C(F)(F)F)C(F)(F)F,-7,1,-12,19,-1,8,1,4,-5
CCOc1cc(/C=N/O)cc(Br)c1OCc1ccc(Cl)cc1,-18,-13,76*,4,0,0,-6,0,-3
Cc1cc(Nc2ccccc2)c2c([N+](=O)[O-])ccc(C)c2n1,-7,-5,5,34,-4,4,2,4,-5
CN(C(=O)c1ccc(OC2CCN(CCc3ccccc3)CC2)cc1)C1CCCCC1,-17,-5,2,9,-4,9,9,0,-6
O=C(Cc1cccc(NC(=O)C2CCN(C(=O)c3ccccc3)CC2)c1)Nc1cccc(C(=O)N2CCCCC2)c1,/,/,6,0,/,/,/,0,-5
O=C(CN1CCCCCC1)Nc1cccc(NC(=O)CN2CCCCCC2)c1,-15,-4,-2,24,-1,2,3,0,0
CCC(=O)Nc1cccc(-n2nnnc2SCC(=O)N2CCCCC2)c1,5,0,-15,10,-1,3,2,-1,-5
O=C(NCCCCCCNC(=O)c1cncc(O)c1)c1cncc(O)c1,11,4,-7,-101,-1,4,1,2,-2
C=CCn1c(C)cc(C(=O)CSc2nc(N)cc(N)n2)c1C,6,-1,-2,6,-1,9,0,-9,0
O=C(c1cccc(S(=O)(=O)NCc2ccccc2)c1)N1CCN(c2cccc(C(F)(F)F)c2)CC1,-5,0,13,7,-6,19,-13,1,-6
COc1ccc(OC)c(C(=O)NC(CC(N)=O)c2ccc(N3CCN(c4ccccc4)CC3)c([N+](=O)[O-])c2)c1 (stereo not given),-11,-17,-15,5,-1,-6,13,3,3
COc1cc(Cl)c(C)cc1NC(=O)COc1ccc(C)nc1[N+](=O)[O-],-2,-6,-1,9,-5,1,-7,-1,1
C=CCOc1nc2c(c(=O)n(C)c(=O)n2C)n1Cc1c(Cl)cccc1Cl,-11,-5,7,16,-3,4,1,3,-4
Cc1nn(CC(=O)NNC(=S)NCC2CCCO2)c(C)c1Br (stereo not given),-1,7,13,5,-4,-4,-7,1,4
COC(=O)c1ccc(CNC(=O)c2ccc3oc(C(C)C)nc3c2)cc1,10,5,2,-2,-4,-8,0,-2,-5
O=C(Cc1c(F)cccc1Cl)NC1=NCCS1,5,-1,17,-9,-3,1,6,0,-7
O=C(Nc1ccccc1)Nc1nc(-c2ccccc2)cs1,-6,5,-18,18,1,9,-7,4,-2
COc1ccc(N2CCN(c3ncnc4c3[nH]c3ccccc34)CC2)cc1,-47,-10,1,-8,-7,-7,-8,-10,7
CCOc1ccccc1NC(=O)C1CCN(C(=O)NCc2ccccc2)CC1,-11,-5,15,18,-1,-16,-3,2,-5
COc1ccc(S(=O)(=O)N2CCN(C(=O)C3CCC3)CC2)cc1,-10,4,11,4,0,-6,-4,1,-7
Cc1cc(CNC(=O)C2CCC(=O)N(Cc3ccccc3F)C2)on1 (stereo not given),-5,-1,-24,-7,3,-3,-4,-1,-7
CCN(C(=O)COC(=O)CCCN1C(=O)c2cccc3cccc(c23)C1=O)C1CCS(=O)(=O)C1 (stereo not given),-9,-8,-5,-400,0,-5,3,0,-3
CC(C)Cn1cnc2sc3c(c2c1=N)CCCC3,13,-3,6,7,4,0,0,3,-8
CSCc1ccc(C(=O)Nc2cc(C)cc(C)c2)cc1,86*,73*,-9,15,-6,15,75*,-4,16
COc1ccccc1-c1cc(C(=O)NCCCn2ccnc2)no1,-4,2,5,-13,0,9,5,1,6
CCOC(=O)c1c(-c2ccccc2)oc2ccc(OC(C)C(=O)O)cc12 (stereo not given),-12,5,-38,-439,-3,15,5,0,-1
O=C(Nc1ccc(Oc2ccc(C(F)(F)F)cn2)c(Cl)c1)C1CC1,0,-16,13,10,-3,-2,-10,0,-3
O=C(NCCCn1ccnc1)c1cc(C(=O)C2CC2)c[nH]1,-4,-5,-5,21,3,2,-6,-2,-9
COCc1[nH]nc2c1C(c1ccc(OC)cc1)C(C#N)=C(N)O2 (stereo not given),10,2,-11,-19,0,-3,9,-8,6
CCOC(=O)N/N=C/c1ccc(N2CCOCC2)s1,-19,2,8,-104,-1,-10,2,2,-7
Cc1cccc(C)c1N(CC(=O)N1CCCC1)S(C)(=O)=O,4,5,6,10,5,0,3,2,-3
CCOc1ccc(S(=O)(=O)N(CC)CC(=O)NC2CC2)cc1,-12,1,-2,9,1,4,1,1,-4
C=CCn1c(SCc2nc(N)nc(N(C)C)n2)nnc1-c1cccnc1,-1,-2,-4,24,-1,-2,-1,-1,-4

# Pulled by compound from above (two):
SMILES,SENP6 inh,SENP8 block-1,PfG6PD inh,SENP8 block-2,MIN6 prolif,UBC13 inh,SENP7 block,SENP1 inh,HKDC1 inhibitor
COCc1[nH]nc2c1C(c1ccc(OC)cc1)C(C#N)=C(N)O2 (stereo not given),10,2,-11,-19,0,-3,9,-8,6
O=C(Nc1ccc(Oc2ccc(C(F)(F)F)cn2)c(Cl)c1)C1CC1,0,-16,13,10,-3,-2,-10,0,-3

# Rows were taken by chance; overall some 4% were active at least once.
